From PubChem
TDP1 inh: inhibitors of human tyrosyl-DNA phosphodiesterase TDP1; 350,000 tested, 0.28% active; Q9NUW8; Potency, µM (titrated, usually from 130 µM), inactives show top-dose activity change, negative = inhibition, usual class: inhibitors; recombinant TDP1, AlphaScreen DNA substrate cleavage; note: nearly all actives have a fitted effect of over 40% in size
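Signal: AlphaScreen proximity between streptavidin donor and anti-FITC acceptor beads on intact substrate. Reaction: Tdp1 1 nM, substrate 15 nM final, 5 min RT after 15 min compound preincubation.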
TDP1 cell noCPT: qHTS for Inhibitors of human tyrosyl-DNA phosphodiesterase 1 (TDP1): qHTS in cells in absence of CPT; Potency, µM (series often up to 46.2 µM), inactives show at the highest dose activity change, negative = growth inhibition, most hits filed as inhibitors; 420,000 tested, 15% active; DT40 Tdp1-/- hTDP1 cells, no CPT, ATP luminescence, 48 h; note: nearly all actives have a fitted effect of over 55% in size
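Chicken DT40 Tdp1-/- cells stably complemented with human TDP1 were seeded at 400 cells/well with DMSO in place of 20 nM camptothecin. After compound pinning, cells grew at least 48 hr at 37 °C; viability read by CellTiter-Glo luminescence.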
N370S GC mod: N370S glucocerebrosidase modulation, Gaucher chaperone candidate; P04062; N370S GC spleen homogenate, 4MU-glucoside fluorescence; Potency, µM (titrated, usually from 59.4 µM), without a hit: top-dose activity change, negative = inhibition, usual class: inhibitors; 330,000 tested, 0.092% active;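 note: 0% = full enzyme activity and -100% = no enzyme basal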
Active calls of the source: *; ? = inconclusive; nt = no result given. Calls come from the whole dose curve; as a rule, active = well fitted curve in the direction sought with a large enough effect; inconclusive = small, poorly fitted or top-dose-only effect, or another doubt; inactive = no such curve, though single readings can be large; an effect the other way counts as inactive or inconclusive. Unless noted, % is set by controls: 0 for no effect and ±100 for the full control effect; potency is the fitted concentration of half-maximal effect.

Values in the order – TDP1 inh	TDP1 cell noCPT	N370S GC mod
[1] Cc1oc(S(=O)(=O)N2CCCCC2)cc1NC(=O)Nc1ccccc1
  nt	?	1%
[2] CC1(C(=O)Nc2nnc(C(C)(C)C)s2)Cc2ccccc2C(=O)O1 (stereo not given)
  5%	-9%	-10%
[3] COc1ccc(OC)c(NC(=O)Cc2c(C(=O)O)n(C)c3ccc(C)cc23)c1
  8%	-4%	nt
[4] O=C(N/N=C/c1ccc(-c2cccc([N+](=O)[O-])c2)o1)[C@H]1C[C@@H]1c1ccccc1
  0%	16µM*	?
[5] CCCC1CCc2[nH]nc(C(=O)NN)c2C1 (stereo not given)
  0%	?	-4%
[6] CN(C)c1ccc(C2(c3ccc(N(C)C)cc3)OC(=O)c3cc(N(C)C)ccc32)cc1
  24%	nt	25%

A second format for part of the listing above.
(2) CC1(C(=O)Nc2nnc(C(C)(C)C)s2)Cc2ccccc2C(=O)O1 (stereo not given)
  TDP1 inh: 5%
  TDP1 cell noCPT: -9%
  N370S GC mod: -10%
(3) COc1ccc(OC)c(NC(=O)Cc2c(C(=O)O)n(C)c3ccc(C)cc23)c1
  TDP1 inh: 8%
  TDP1 cell noCPT: -4%
  N370S GC mod: nt
(4) O=C(N/N=C/c1ccc(-c2cccc([N+](=O)[O-])c2)o1)[C@H]1C[C@@H]1c1ccccc1
  TDP1 inh: 0%
  TDP1 cell noCPT: 16µM*
  N370S GC mod: ?

As entered above:
compound 2 in TDP1 inh is entered as 5%
compound 4 in TDP1 cell noCPT is entered as 16µM*

A portion of the library (hit frequency here may not be typical).
